Source: PubChem BioAssay (National Center for Advancing Translational Sciences (NCATS))
p53null 32C tox = kills p53 null cells at the permissive temperature | H1299-neo p53 null cells, ATP luminescence, 24 h, 32C | Potency, µM (titrated, usually from 46.1 µM), inactives show at the highest dose activity change, negative = cytotoxicity, hits mostly cytotoxic | hit rate 0.62% among 55,000 | AID 903;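 also: potency is read from the fitted curve at half-maximal effect; 0% = DMSO only and -100% = full killing by 100 µM tamoxifen; nearly all actives have a fitted effect of over 55% in size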
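Cells lacking p53 (H1299-neo) are plated at 600 per well and allowed to settle overnight at 37C. Test compounds (up to 46 uM) are added and held 24 hours at 32C, then ATP is quantified by luminescence.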
B2AR arrestin ag = agonists recruiting beta-arrestin to human beta2-adrenergic receptor; P07550; HTLA Tango cells, beta-arrestin recruitment, luciferase luminescence, 18 h; Potency, µM (series often up to 46.1 µM), for the others: at the highest dose activation, usual class: activators; 44,000 tested, under 10 active;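 also: potency is read from the fitted curve at half-maximal effect; 0% = DMSO and full agonism = EC100 isoproterenol or metaproterenol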
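Luminescence read-out: arrestin recruitment to recombinant beta2-AR releases tTA, inducing luciferase. Cells exposed 18 hr at 37 degrees C to up to 46 microM compound; %Activity from corrected signal, concentration-response curves classified by r2, magnitude and efficacy.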
FH mod = Identification of activators of human fumarate hydratase by quantitative high-throughput screening; hit rate 0.22% among 54,000; Potency, µM (top dose mostly 79.9 µM), inactives show top-dose activity change, negative = inhibition, usual class: inhibitors; FH coupled MDH/diaphorase resazurin fluorescence, 15 min; also: potency is read from the fitted curve at half-maximal effect; % is scaled to controls: 0 for no effect and ±100 for the full control effect; the screen sought activators but most active calls are inhibition curves; nearly all actives have a fitted effect of over 45% in size
Target sequence (P07954 whole entry, looked up): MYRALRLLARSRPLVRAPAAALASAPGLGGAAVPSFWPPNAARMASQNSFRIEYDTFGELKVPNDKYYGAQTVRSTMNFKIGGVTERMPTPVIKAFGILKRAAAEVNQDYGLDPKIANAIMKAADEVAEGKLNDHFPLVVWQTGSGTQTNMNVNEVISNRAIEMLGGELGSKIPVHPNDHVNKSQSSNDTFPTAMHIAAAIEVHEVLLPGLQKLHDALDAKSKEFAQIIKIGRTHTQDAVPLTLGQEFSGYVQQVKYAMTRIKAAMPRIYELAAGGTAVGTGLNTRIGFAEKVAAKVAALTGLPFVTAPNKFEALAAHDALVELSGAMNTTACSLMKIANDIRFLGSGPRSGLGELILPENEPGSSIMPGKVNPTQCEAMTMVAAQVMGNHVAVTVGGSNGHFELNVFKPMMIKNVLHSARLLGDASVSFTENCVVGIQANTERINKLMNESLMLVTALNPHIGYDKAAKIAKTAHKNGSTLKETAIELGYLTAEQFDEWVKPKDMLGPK
NTMT1 inh = blocks human N-terminal methyltransferase 1 activity. AID 1645870. Potency, µM (highest dose often 114 µM), for inactives: at the top dose activity change, negative = inhibition, actives largely listed as inhibitors. Q9BV86. hit rate 2.5% among 59,000. NTMT1 MTase-Glo SAH luminescence, purified enzyme;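 also: potency is read from the fitted curve at half-maximal effect; plate controls were DMSO vehicle for no effect and no enzyme for full effect; nearly all actives have a fitted effect of over 65% in size; many of its hits are not listed in these tables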
GALK inh = GALK (human) enzyme inhibition; P51570; recombinant GALK, Kinase-Glo ATP luminescence, 1 h; Potency, µM (highest dose often 57.5 µM), for the others: top-dose activity, negative = inhibition, hits mostly inhibitors; 44,000 tested, under 10 active;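 also: plate controls were full GALK reaction for no effect and reaction lacking GALK for full effect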
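Luminescent ATP-depletion readout (Kinase-Glo Plus) after 1 h room-temperature incubation of human GALK (5 nM) with galactose 100 µM and ATP 35 µM, pH 8.0 HEPES/Mg2+ buffer; compounds tested in qHTS format.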
p53null 39C kill = p53 null cell cytotoxicity, nonpermissive temperature; H1299 p53-null (neo) cells, 39C, ATPlite viability, 24 h; Potency, µM (top dose mostly 46.1 µM), for inactives: at the top dose activity, negative = cell killing, actives largely listed as cytotoxic; hit rate 0.97% among 55,000; AID 904;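 also: potency is read from the fitted curve at half-maximal effect; 0% = DMSO only and -100% = full killing by 100 µM tamoxifen; nearly all actives have a fitted effect of over 50% in size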
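Concentration-response (up to 46 uM) was run for 24 h at the nonpermissive 39C on H1299-p53A138V or H1299-neo cells. ATP content was measured with ATPlite luminescence. AC50 values were Hill-modeled after normalizing between DMSO and 100 uM tamoxifen killing.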
PTAP-TSG101 blk = inhibitors of HIV-1 PTAP binding to human TSG101, validation. Potency, µM (doses to about 115 µM), for the others: at the highest dose activity change, negative = inhibition, hits mostly inhibitors. AID 1347069. Q99816. 44,000 tested, under 10 active. Fluorescence polarization, FITC-PTAP peptide/Tsg101, 20 min; also: potency is read from the fitted curve at half-maximal effect; 0% is about no effect
Target sequence (Q99816 whole entry, looked up): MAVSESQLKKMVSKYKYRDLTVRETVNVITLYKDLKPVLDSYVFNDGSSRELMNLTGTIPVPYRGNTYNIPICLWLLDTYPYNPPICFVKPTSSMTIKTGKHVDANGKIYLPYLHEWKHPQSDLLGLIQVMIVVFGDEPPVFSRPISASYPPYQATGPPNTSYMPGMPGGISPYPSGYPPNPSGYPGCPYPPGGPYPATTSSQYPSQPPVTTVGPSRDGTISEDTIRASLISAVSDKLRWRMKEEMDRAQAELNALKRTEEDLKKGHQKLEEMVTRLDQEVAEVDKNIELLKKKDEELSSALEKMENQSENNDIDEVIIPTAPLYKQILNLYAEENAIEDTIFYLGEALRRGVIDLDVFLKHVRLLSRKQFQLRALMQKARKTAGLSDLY
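Fluorescence polarization binding of Tsg101 binding domain (10 uM final) to FITC-labeled PTAP-motif peptide (50 nM final) in HEPES pH 7.5/NaCl/Tween 20/EDTA/TCEP buffer; 20 min at r.t. Actives by curve class, <25 µM, efficacy <60% inhibition.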
An asterisk follows results filed as active; ? = inconclusive; · = no result given; & = joins results of further samples; [ ] = dose if it differs, or a comment. Calls follow the shape of the dose curve; as a rule, active = well fitted curve in the direction sought with a large enough effect; inconclusive = small, poorly fitted or top-dose-only effect, or another doubt; inactive = no such curve, though single readings can be large; an effect the other way counts as inactive or inconclusive.

SMILES | p53null 32C tox | B2AR arrestin ag | FH mod | NTMT1 inh | GALK inh | p53null 39C kill | PTAP-TSG101 blk
O=C(NCC(c1cccnc1)N1CCc2ccccc2C1)C(=O)Nc1ccc(F)cc1F (stereo unspecified) | 8% | 1% | -31% | -3% | 0% | 25% | 2%
CCOC(=O)c1c(S(=O)(=O)N2CCCC(C(=O)NCc3ccccc3OC)C2)c(C)n(C)c1C (stereo unspecified) | 7% | 0% | -13% | ? | -1% | 5% | -4%
O=C(Nc1cccc(C(F)(F)F)c1)C1CCCN(S(=O)(=O)c2cccc3nonc23)C1 (stereo unspecified) | -5% | -2% | 4% | ? | -8% | -15% | 9%
CCCc1oc2ccc(NS(=O)(=O)c3ccc(OCC)cc3)cc2c1C(=O)OCC | 39%[activator] | 1% | ? | 12% | 3% | 18µM* | -4%
CCCCN(C)CCCNC(=O)Cn1ncc2c3ccccc3n(Cc3cc(C)ccc3C)c2c1=O | -3% | -4% | -10% | ? | 4% | 10µM* | 1%
CC(C)c1ccc2occ(CC(=O)Nc3ccccc3Cl)c2c1 | 0% | -1% | -12% | 34%[activator] | 4% | 4% | 0%
CCS(=O)(=O)Nc1ccc(-c2cn3c(C)csc3n2)cc1 | ? | 0% | -1% | -1% | -4% | ? | -3%
CCCCCn1c(=O)[nH]c2cc(C(=O)NCCN(C)CCCC)ccc2c1=O | -4% | 0% | -4% | -11% | -6% | -25% | -3%
COc1ccccc1NC(=O)C(=O)NCC(c1ccc2c(c1)OCO2)N1CCOCC1 (stereo unspecified) | 1% | 0% | -2% | -18% | 0% | -3% | -1%
CN(C)S(=O)(=O)N(CC(=O)NCCSCc1cccc(Cl)c1)c1ccccc1 | -3% | 0% | -15% | 2% | 0% | -12% | 4%
Cc1ccc(/C=C/c2nc3ccccc3n2S(=O)(=O)c2ccc(Br)cc2)cc1 | 6.3µM* | 2% | -11% | ? | -1% | 23% | 2%
Cc1ccc(N2CCN(S(=O)(=O)c3cc(Br)cc4c3N(C(=O)C3CC3)CC4)CC2C)cc1 (stereo unspecified) | 5% | 1% | -9% | -4% | 3% | 4% | 1%
Cc1ccc(Cl)cc1N1CCN(C(=O)c2cn(C)c3ccc(S(=O)(=O)N4CCCC4)cc3c2=O)CC1 | 39%[activator] | 1% | -13% | 9% | 0% | 0% | -4%
COc1ccccc1NC(=O)c1c(NC(=O)c2ccco2)sc2c1CCC(C(C)(C)C)C2 (stereo unspecified) | 0% | -2% | -10% | 5% | 3% | 6% | -1%
CC(C)CCNC(=O)C1CCN(c2nc3ccc(Cl)cc3[nH]2)CC1 | -6% | 0% | -3% | -1% | 1% | 5% | -1%
CCc1ccc(NC(=O)c2ccc(F)c(S(=O)(=O)N3CCc4ccccc4C3)c2)cc1 | 4% | 1% | -19% | -6% | 0% | 16% | -3%
Cc1cc(C)n(CCc2nc3c4ccccc4nc(N4CCN(c5ccc(F)cc5)CC4)n3n2)n1 | -1% | 1% | -13% | ? | 2% | 17% | -1%
CCCCN(CC)C(=O)c1c[nH]c2ccc(S(=O)(=O)N(C)c3ccc(Cl)cc3)cc2c1=O | 13% | -1% | 1% | ? | 2% | 8% | -1%
CCc1ccccc1NC(=O)COCc1cc(-c2ccco2)on1 | -5% | 2% | -8% | -19% | 4% | -16% | 1%
COc1cccc(OCCCn2c(-c3ccc(Cl)cc3)nc3ccccc3c2=O)c1 | -4% | 1% | · | · | 4% | -3% | 3%
Clc1cccc(-n2ncc3c(N4CCN(Cc5ccccc5)CC4)ncnc32)c1 | 0% | -1% | -13% | -11% | 2% | 18% | -3%
CCC(C)NC(=O)C1CCC(CNS(=O)(=O)c2cccc3nsnc23)CC1 (stereo unspecified) | -3% | -1% | -12% | -10% | 0% | 2% | 0%
COCCNC(=O)c1nn(-c2ccc(Cl)cc2)nc1CO | -24% | -1% | -7% | -2% | 7% | -27% | -4%
Cc1ccc(NC(=O)CN2CCCN(Cc3cc(C)ccc3C)S2(=O)=O)c(Cl)c1 | -2% | 1% | -19% | 15% | 0% | 23% | -1%
CCc1nnc2c3ccccc3nc(N3CCN(c4cc(C)ccc4C)CC3)n12 | 0% | 0% | -27% | -20% | 3% | 33%[activator] | -3%

5 structures from above, ordered by number of heavy atoms, largest number first:
SMILES | p53null 32C tox | B2AR arrestin ag | FH mod | NTMT1 inh | GALK inh | p53null 39C kill | PTAP-TSG101 blk
Cc1ccc(Cl)cc1N1CCN(C(=O)c2cn(C)c3ccc(S(=O)(=O)N4CCCC4)cc3c2=O)CC1 | 39%[activator] | 1% | -13% | 9% | 0% | 0% | -4%
Cc1cc(C)n(CCc2nc3c4ccccc4nc(N4CCN(c5ccc(F)cc5)CC4)n3n2)n1 | -1% | 1% | -13% | ? | 2% | 17% | -1%
Cc1ccc(N2CCN(S(=O)(=O)c3cc(Br)cc4c3N(C(=O)C3CC3)CC4)CC2C)cc1 (stereo unspecified) | 5% | 1% | -9% | -4% | 3% | 4% | 1%
Cc1ccc(/C=C/c2nc3ccccc3n2S(=O)(=O)c2ccc(Br)cc2)cc1 | 6.3µM* | 2% | -11% | ? | -1% | 23% | 2%
CC(C)CCNC(=O)C1CCN(c2nc3ccc(Cl)cc3[nH]2)CC1 | -6% | 0% | -3% | -1% | 1% | 5% | -1%

Five consecutive compounds out of the list so far, quoted:
SMILES | p53null 32C tox | B2AR arrestin ag | FH mod | NTMT1 inh | GALK inh | p53null 39C kill | PTAP-TSG101 blk
O=C(NCC(c1cccnc1)N1CCc2ccccc2C1)C(=O)Nc1ccc(F)cc1F (stereo unspecified) | 8% | 1% | -31% | -3% | 0% | 25% | 2%
CCOC(=O)c1c(S(=O)(=O)N2CCCC(C(=O)NCc3ccccc3OC)C2)c(C)n(C)c1C (stereo unspecified) | 7% | 0% | -13% | ? | -1% | 5% | -4%
O=C(Nc1cccc(C(F)(F)F)c1)C1CCCN(S(=O)(=O)c2cccc3nonc23)C1 (stereo unspecified) | -5% | -2% | 4% | ? | -8% | -15% | 9%
CCCc1oc2ccc(NS(=O)(=O)c3ccc(OCC)cc3)cc2c1C(=O)OCC | 39%[activator] | 1% | ? | 12% | 3% | 18µM* | -4%
CCCCN(C)CCCNC(=O)Cn1ncc2c3ccccc3n(Cc3cc(C)ccc3C)c2c1=O | -3% | -4% | -10% | ? | 4% | 10µM* | 1%

Continuation:
SMILES | p53null 32C tox | B2AR arrestin ag | FH mod | NTMT1 inh | GALK inh | p53null 39C kill | PTAP-TSG101 blk
Cc1ccn2c(Nc3c(C)cccc3C)c(-c3ccc(Cl)s3)nc2c1 | 12% | 1% | -11% | 18% | 1% | -12% | 8%
CCOc1c(Br)cc(C2C=C(C(=O)O)Nc3ncnn32)cc1OC (stereo unspecified) | 7% | 1% | 5% | 8% | -8% | -17% | -4%
CCOC(=O)c1ccc(NC(=O)c2cnc(N3CCCC3)nc2C)cc1 | -4% | 0% | -5% | 8% | -3% | 7% | -8%
CN1CCN(Cc2c(O)ccc3cc(-c4ccc(Cl)cc4)c(=O)oc23)CC1 | 8% | 0% | -4% | -2% | 0% | ? | -14%
COc1ccccc1CNc1ccc(-c2nc(-c3cccc(C)c3)no2)cc1[N+](=O)[O-] | -9% | -3% | -9% | -2% | 2% | 0% | -1%
CCOc1ccc(NC(=O)C(CC)n2nc(-c3ccc(C)c(C)c3)ccc2=O)cc1 (stereo unspecified) | -6% | -3% | -24% | -15% | -1% | -15% | 0%
O=C(CSc1ccc2ccccc2n1)Nc1nsc(-c2ccc(Cl)cc2)n1 | -3%&-4% | 1% | -21% | -19% | 2% | -7% | 2%
Cc1cccc(C(=O)N2CCc3cc(CNS(=O)(=O)c4ccc(F)c(Cl)c4)ccc32)c1 | -5% | 1% | 2% | 2% | -3% | -15% | 2%
Cc1ccc(C)n1-c1nnc(N2CCCC(C(=O)NCc3ccc(Cl)cc3)C2)s1 (stereo unspecified) | 14% | -1% | -15% | -3% | ? | 8% | 7%
CN(C(=O)c1cc2c(s1)-c1ccc(Cl)cc1SC2)c1cccc(C(F)(F)F)c1 | -14% | -4% | -25% | -10% | -3% | ? | -1%
COc1ccc(C(=O)Nc2ccc3oc(-c4ccc5ccccc5c4)nc3c2)cc1Br | -5% | 0% | 5% | -3% | 1% | 5% | 7%
CCC(Sc1nnc2c3ccccc3n(CC)c2n1)C(=O)Nc1nnc(C(C)C)s1 (stereo unspecified) | 4% | 1% | -12% | 34%[activator] | 5% | -22% | -3%
Cc1ccc(-c2nc(CS(=O)CC(=O)O)c(C)o2)cc1 (stereo unspecified) | -4% | 1% | -5% | ? | 3% | 20% | -1%
COc1cccc(C2=NS(=O)(=O)N(C)C(C(=O)Nc3cccc(O)c3)=C2)c1 | 18% | -2% | -34% | -3% | 4% | 27% | 1%
CCOc1ccc(CCNC(=O)c2cc3cc4cc(OC)ccc4nc3s2)cc1OCC | -19% | 0% | -6% | 12% | 1% | -5% | 0%
CC(C)c1cnc2c(c1SCC(=O)NCc1ccccc1Cl)c(=O)n(C)c(=O)n2C | 2% | 0% | -16% | ? | -2% | 13% | 1%
Cn1c(SCC(=O)N2CCOCC2)ncc(C(=O)Nc2ccc(F)cc2)c1=O | 1% | -2% | 7% | -9% | 1% | 6% | 0%
Cc1cc(NC(=O)N(C)CCc2c(C)nn(C)c2C)ccc1Br | 0% | 0% | -2% | 14% | -2% | -2% | -1%
COc1ccc(NC(=O)NC2COc3ccccc3C2)c(OC)c1 (stereo unspecified) | -2% | 0% | -8% | -3% | -1% | -9% | 0%
Cc1ccc(-c2cn3c(n2)sc2cc(C(=O)NCc4cccs4)ccc23)cc1 | 23% | 2% | -8% | 4% | 0% | 4% | -5%
COc1ccc(NC(=O)c2cc3nc(-c4ccc(C)c(C)c4)cc(C(F)(F)F)n3n2)cc1 | -7% | 1% | -2% | ? | 3% | -22% | 0%
CCN(CC)S(=O)(=O)c1ccc2c(c1)nc(CN(C)C(=O)Nc1ccc(Cl)cc1)n2C | 10% | 1% | ? | -3% | -2% | -1% | 1%
Cc1cccc(CNC(=O)c2sc3ncnc(N(C)C4CCCCC4)c3c2C)c1 | 39%[activator] | -2% | -26% | 17% | -7% | 104%[activator] | 2%

The list is partial; count on the stated rates, not on these rows.
